Screening results: PubChem, National Center for Advancing Translational Sciences (NCATS)
N370S GC: qHTS Assay for Inhibitors and Activators of N370S glucocerebrosidase as a Potential Chaperone Treatment of Gaucher Disease; Lysosomal acid glucosylceramidase (Homo sapiens), P04062; N370S GC spleen homogenate, 4MU-glucoside fluorescence; Potency, µM (doses to about 59.4 µM), for the others: at the top dose activity change, negative = inhibition, actives largely listed as inhibitors; actives 0.092% (n = 330,000); AID 2101, 2009;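 also: 0% = full enzyme activity and -100% = no enzyme basal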
FEN1 inh: qHTS Assay for the Inhibitors of Human Flap endonuclease 1 (FEN1). Recombinant FEN1 flap cleavage, fluorescence, 15 min. Potency, µM (highest dose often 114 µM), for inactives: top-dose activity change, negative = inhibition, actives largely listed as inhibitors. actives 0.35% (n = 390,000). AID 588795, 2011; also: nearly all actives have a fitted effect of over 65% in size
Target sequence (P39748 whole entry, looked up): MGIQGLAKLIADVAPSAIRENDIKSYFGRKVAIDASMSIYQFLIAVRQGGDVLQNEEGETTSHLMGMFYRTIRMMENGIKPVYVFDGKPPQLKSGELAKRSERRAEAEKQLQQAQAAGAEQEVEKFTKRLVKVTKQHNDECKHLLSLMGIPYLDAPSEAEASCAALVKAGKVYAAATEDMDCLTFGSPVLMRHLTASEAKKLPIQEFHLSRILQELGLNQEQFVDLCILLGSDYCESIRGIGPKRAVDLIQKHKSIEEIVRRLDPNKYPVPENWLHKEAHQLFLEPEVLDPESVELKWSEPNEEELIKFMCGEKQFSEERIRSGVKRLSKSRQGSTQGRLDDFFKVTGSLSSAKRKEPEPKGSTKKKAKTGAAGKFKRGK
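Potency values derive from four-parameter Hill fits of normalized qHTS data. The reaction used 10 nM FEN1 preincubated 15 min at room temperature with compound, then 50 nM DNA substrate, read at 0 and 15 min.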
KAT2A inh: qHTS Assay for Inhibitors of GCN5L2; actives 0.21% (n = 390,000); Potency, µM (doses to about 58.9 µM), inactives show top-dose activity change, negative = inhibition, most hits filed as inhibitors; GCN5L2 HAT assay, ThioGlo1 CoA-SH fluorescence
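Compounds, pin-transferred from DMSO stocks, meet 20nM GCN5L2 for 15 min before the reaction begins with H3(1-25) peptide (75uM) and acetyl-CoA (70uM). Thiol-reactive ThioGlo1 reports CoA release over 20 min at room temperature.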
An asterisk follows results filed as active; u = inconclusive; x = not tested or not shown; & = joins results of further samples. Calls follow the shape of the dose curve; as a rule, active = well fitted curve in the direction sought with a large enough effect; inconclusive = small, poorly fitted or top-dose-only effect, or another doubt; inactive = no such curve, though single readings can be large; an effect the other way counts as inactive or inconclusive. Unless noted, % is scaled to controls: 0 for no effect and ±100 for the full control effect; potency is read from the fitted curve at half-maximal effect.

Values in the order: FEN1 inh, N370S GC, KAT2A inh
CC(=O)Nc1ccc(S(=O)(=O)NC(C)C(=O)NC(C)c2ccccc2)cc1 (stereo not drawn)
→ 0%, -1%, -5%
O=S(=O)(c1cccc(-c2nnc(-c3ccc(Br)cc3)o2)c1)N1CCCCCC1
→ -6%, 3%, -5%
Cn1c(=O)c2c(nc(SCc3ccccc3F)n2C)n(C)c1=O
→ 1%, -13%, 3%
O=c1c(CCc2ccccc2)nc2cnc(N3CCNCC3)nc2n1Cc1ccc(F)cc1
→ x, 7%, u
Cc1cc(C)n(CC(=O)n2nc(C)cc2C)n1
→ -7%, 4%, -21%
O=C(NCC(c1ccco1)N1CCc2ccccc2C1)C(=O)Nc1ccc(F)cc1F (stereo not drawn)
→ -20%, -1%, -12%
O=C(O)/C=C/C(=O)Nc1cccnc1
→ -4%, -1%, -3%
CN(C)c1nc(Nc2ccccc2)nc(Oc2ccc(=O)[nH]n2)n1
→ -14%, 6%, 1%
CCOc1ccc(/C=C/C(=O)N2CCOCC2)cc1OC
→ 21%, 2%, -2%
NC(=O)CN1C(=O)/C(=c2\sc3nc(=O)c(Cc4ccccc4)nn3c2=O)c2ccccc21
→ 0%, -5%, -15%
Cc1cc(C)c2c(N)c(C(=O)NN)sc2n1
→ -23%, 2%, 0%
CSc1cccc(N2C(=O)N(CC(=O)NCc3ccccc3Cl)c3ccccc3S2(=O)=O)c1
→ 17%, x, -1%
CCOc1ccc(CCNC(=O)c2cccc(C#N)c2)cc1OCC
→ 4%, 7%, -1%
CCN(Cc1cc(=O)[nH]c2ccccc12)C(=O)C(C)C
→ -7%, 6%, -5%
CC(C)CN(CCNC(=O)CN1N=C(c2ccc(Cl)cc2)CCC1=O)CC(C)C
→ 0%, -10%, 1%
Cc1sc2nc(SCC(=O)NCCOCCO)n(C)c(=O)c2c1C
→ -16%, 21%, -3%
Cc1ccc(C(=O)Nc2cccnc2)cc1[N+](=O)[O-]
→ 17%, -9%, -2%
COc1ccccc1N1CCN(C2CCN(C(=O)c3cccc(F)c3)CC2)CC1
→ -12%, 2%, 1%
COc1ccc(NS(=O)(=O)c2cccc(C(=O)O)c2)cc1S(=O)(=O)N1CCCCC1
→ 14%, x, -2%
O=C(C[C@@H]1C/C=C\C[C@@H](Cc2ccc(F)cc2)C(=O)OC[C@@H](Cc2c[nH]c3ccccc23)NC1=O)NCCO
→ -20%, x, -1%

Reformatted as labelled records: 2 of the compounds above
> CC(=O)Nc1ccc(S(=O)(=O)NC(C)C(=O)NC(C)c2ccccc2)cc1 (stereo not drawn)
  FEN1 inh: 0% | N370S GC: -1% | KAT2A inh: -5%

> CC(C)CN(CCNC(=O)CN1N=C(c2ccc(Cl)cc2)CCC1=O)CC(C)C
  FEN1 inh: 0% | N370S GC: -10% | KAT2A inh: 1%

The main list resumes, starting 2 compounds before the break.
Values in the order: FEN1 inh, N370S GC, KAT2A inh
COc1ccc(NS(=O)(=O)c2cccc(C(=O)O)c2)cc1S(=O)(=O)N1CCCCC1
→ 14%, x, -2%
O=C(C[C@@H]1C/C=C\C[C@@H](Cc2ccc(F)cc2)C(=O)OC[C@@H](Cc2c[nH]c3ccccc23)NC1=O)NCCO
→ -20%, x, -1%
CC1=C(C(=O)Nc2ccc(C)cc2C)C(c2ccccc2[N+](=O)[O-])n2ncc(C(=O)Nc3ccccc3)c2N1 (stereo not drawn)
→ -24%, x, -19%
OC(CNCCNc1ncccc1C(F)(F)F)COc1ccc(F)cc1 (stereo not drawn)
→ 4%, -8%, -3%
COc1ccc(CN(C(=O)c2oc3ccc(F)cc3c2C)C2CCS(=O)(=O)C2)cc1 (stereo not drawn)
→ -9%, -15%, -22%
O=C1NCCN(Cc2c(F)cccc2Cl)C1CC(=O)N1CCCO1 (stereo not drawn)
→ -14%, 11%, -9%
Cc1ccc(CNC(=O)CCc2c(C)nc3c(-c4ccc(F)cc4)c(C)nn3c2C)cc1
→ 0%, x, 1%
Cc1cc2cc(C(c3nnnn3C3CCCC3)N(Cc3cccnc3)Cc3ccco3)c(=O)[nH]c2cc1C (stereo not drawn)
→ -17%, 30%, 3%
COC(=O)[C@H]1C[C@@H]1[C@H](NS(=O)(=O)c1ccccc1)c1ccccc1
→ 20%, -2%&4%, 0%
CC1=C(C(=O)OC2CCCCC2)C(c2cccnc2)n2ncnc2N1 (stereo not drawn)
→ 2%, 14%, -3%
CCC(C(=O)O)P(=O)(c1ccc(Cl)cc1)c1ccc(Cl)cc1 (stereo not drawn)
→ -13%, -6%, -4%
COc1ccc(N2CCN(C(=O)Cc3csc(NC(=O)Nc4ccccc4OC)n3)CC2)cc1
→ -1%, -6%, -6%
Cc1ncc(CO)c(/C=N/NC(=O)c2ccc(O)cc2)c1O
→ 0%, 7%, u
COc1ccccc1CCCNC(=O)C1CCC(=O)N(CCc2ccc(Cl)cc2)C1 (stereo not drawn)
→ -2%, -20%, 2%
CC12COC3(C(=O)N4CCN(c5ccccn5)CC4)CC1CCC32C (stereo not drawn)
→ -1%, 2%, -19%
COc1ccc(C)cc1NC(=O)CN(c1ccc(C)cc1)S(C)(=O)=O
→ -16%, -1%, -7%
CCC(C)[C@H]1COCCS(=O)(=O)N1Cc1ccccc1F (stereo partly drawn)
→ 2%&-11%, 2%, -2%
COc1cccc(N2C(=O)C(Cc3c[nH]c4ccccc34)NC2=S)c1 (stereo not drawn)
→ 11%, 20%, -10%
CN1CCN(CCc2nc3cc(NC(=O)COc4ccc(Cl)cc4)ccc3n2C)CC1
→ 11%, -6%, -8%
CN(C)S(=O)(=O)c1ccc(C(=O)Oc2ccccc2)cc1
→ 2%, 2%, 3%
O=C(Nc1cccc(Cl)c1)Nc1cnccn1
→ -4%, 1%, u
NC(=O)N/N=C\c1cc(Br)ccc1O
→ -5%, -3%, -13%

6 compounds out of the list above, ordered by the number in KAT2A inh, largest number first.
| molecule | KAT2A inh |
| --- | --- |
| Cc1ccc(CNC(=O)CCc2c(C)nc3c(-c4ccc(F)cc4)c(C)nn3c2C)cc1 | 1% |
| COC(=O)[C@H]1C[C@@H]1[C@H](NS(=O)(=O)c1ccccc1)c1ccccc1 | 0% |
| OC(CNCCNc1ncccc1C(F)(F)F)COc1ccc(F)cc1 (stereo not drawn) | -3% |
| COc1ccc(N2CCN(C(=O)Cc3csc(NC(=O)Nc4ccccc4OC)n3)CC2)cc1 | -6% |
| COc1cccc(N2C(=O)C(Cc3c[nH]c4ccccc34)NC2=S)c1 (stereo not drawn) | -10% |
| NC(=O)N/N=C\c1cc(Br)ccc1O | -13% |

The list continues:
Values in the order: FEN1 inh, N370S GC, KAT2A inh
CN(C)c1ccc(CNC(=O)CN(C)S(=O)(=O)c2ccc3c(c2)c(=O)n(C)c(=O)n3C)cc1
→ 16%&4%, 11%, -14%&-7%
CCN1CCC(N(Cc2ccc3c(c2)OCO3)C(=O)Nc2cc(Cl)ccc2C(=O)OC)CC1
→ -3%, x, -3%
C=C(C)Cn1c(C2CC(=O)N(Cc3ccccc3)C2)nc2ccccc21 (stereo not drawn)
→ -1%, 8%, -6%
COc1ccc(NC(=O)Cn2nc(C(=O)O)c3ccccc3c2=O)cc1OC
→ -1%, -2%, -2%
CCc1c(C)sc(NC(=O)c2ccco2)c1C(=O)N1CCCCC1
→ -4%, -20%, -2%
Nc1nc(SCc2ccc(F)cc2)ns1
→ 1%, -2%, -7%
CC(C)(C)C(=O)Nc1ccc2nc(SCC(=O)N3CCCC3)sc2c1
→ 1%, x, 0%
Cc1ccc(-c2nnn(CC(=O)NCC3COCCO3)n2)o1 (stereo not drawn)
→ -1%, -15%, 0%
Cc1cccc(C(=O)NC(=S)N2CCN(c3ccc([N+](=O)[O-])cc3)CC2)c1
→ 11%, -6%, 1%
CCCCCCN1C(=O)C(O)=C(C(C)=O)C1c1ccc(Cl)cc1 (stereo not drawn)
→ -20%, -2%, -24%
Cc1cc(C)c2ccc(C)[n+]([O-])c2c1O
→ -8%, 7%, -2%
COc1ccc(N2CCN(C(=O)C(NC(=O)c3c(F)cccc3F)C(C)C)CC2)cc1 (stereo not drawn)
→ -1%, -7%, -4%
O=C(c1ccccc1)c1ccc(CN2C(=O)c3ccccc3C2=O)o1
→ 2%, u, -7%
CCCn1c(NCc2ccc(C)o2)nc2ccccc21
→ 4%, 1%, -11%
CC(C)CC1C(=O)N2CCCC2C2(O)O[C@@](NC(=O)C3C=C4c5cccc6[nH]c(Br)c(c56)CC4N(C)C3)(C(C)C)C(=O)N12 (stereo partly drawn)
→ x, -9%, -10%
CCCn1cc(S(=O)(=O)CC(=O)N2CCc3ccccc32)c2ccccc21
→ -20%, 4%, -4%
Cc1ccc(N/N=C/c2c(O)cc(C)oc2=O)cc1
→ 6%, 1%, -18%
COc1ccc2cc3cc(C(=O)NC4CC4)sc3nc2c1
→ -8%, u, -12%
O=C(O)C1(NS(=O)(=O)c2ccc(F)c(Cl)c2)CCCCC1
→ 1%, 4%, 2%
CC1CCCCN1C(=O)CCn1c(=O)oc2ccccc21 (stereo not drawn)
→ 13%, -2%, -30%
CCc1ccc(CN2CCCC(C(=O)Nc3ccc(-c4cscn4)cc3)C2)o1 (stereo not drawn)
→ -11%, -9%, 1%
COc1ccc(-c2cc(-c3ccccc3)c(C#N)c(S(C)=O)n2)cc1 (stereo not drawn)
→ -13%, -1%, -5%
C=CCc1cccc(/C=N/NC(=O)COc2ccc(-n3cnnn3)cc2)c1O
→ 21%, -2%, -6%
COc1ccc2cc(S(=O)(=O)N3CCCC(C)C3)ccc2c1 (stereo not drawn)
→ 4%, u, -5%
CN(C)C(C)(C)C#CCCCCC#CC(C)(C)N(C)C
→ 9%, -8%, -1%
CN1CCN(C(=O)c2ccccc2NC(=O)Cc2ccccc2)CC1
→ 0%, -9%, -5%
COc1cccc(N2CCN(C(=O)c3ccc(CS(=O)c4ccccc4Cl)o3)CC2)c1 (stereo not drawn)
→ 16%, -1%, -20%
O=C(/C=C/c1ccccc1Cl)NCc1cccs1
→ 0%, 2%, -2%
CCc1ccc(NC(=O)C(=O)NCCN2CCN(Cc3ccc([N+](=O)[O-])cc3)CC2)cc1
→ -6%, -1%, -2%
CC(C(=O)NCc1ccco1)n1cc([N+](=O)[O-])cn1 (stereo not drawn)
→ 12%, -9%, -2%
Cc1cccc(CNC(=O)Cc2ccc(NC(=O)N3CCCCc4ccccc43)cc2)c1
→ -1%, x, -18%
CCOC(=O)[C@H]1[C@H]2COc3ccc(C)cc3[C@@H]2N2C(=O)c3ccc(Cl)cc3NC(=O)[C@@]12C
→ -4%, x, -5%
NS(=O)(=O)c1cccc(NC(=O)COC(=O)C2CCN(S(=O)(=O)c3cccs3)CC2)c1
→ -1%, -14%, -1%
COc1ccc(S(=O)(=O)c2cc3cc(C(C)(C)C)cc(O)c3oc2=O)cc1
→ -7%, x, -17%
C=CCn1c(SCC(=O)N2CCN(c3ccc(F)cc3)CC2)nnc1-c1ccco1
→ -4%, 2%, 4%
COc1ccccc1N1CCN(CCCCOc2ccc(C)cc2C)CC1
→ -15%, -21%, -2%
CCNS(=O)(=O)c1ccc(NC(=O)Nc2ccccc2OC)cc1
→ -4%, -15%, -6%
CSCC[C@H](NC(=O)c1cccc(S(=O)(=O)N2CCCCC2)c1)c1nc2ccccc2[nH]1
→ -10%, x, -16%
Cc1cc(/C=N/NS(=O)(=O)c2ccc(F)c(Cl)c2)no1
→ -3%, -5%, -5%
COCCCC1CCN(C(=O)C2CCC(=O)N(CCc3cccc(F)c3)C2)CC1 (stereo not drawn)
→ -4%, 7%, -1%
CCOC(=O)C1CCCN(C(=O)Cn2cnc3c2c(=O)n(C)c(=O)n3C)C1 (stereo not drawn)
→ -1%, 2%, 3%
CCOC(=O)c1c(-c2ccccc2)csc1NC(=O)CCN1CCOCC1
→ -10%, 13%, -10%
CC(=O)Nc1ccc2nc(SCC(=O)NCCOc3ccccc3)sc2c1
→ 0%, 9%, 1%
Cc1ccc(C(=O)N2CCN3C(=O)c4ccccc4C23c2ccccc2)cc1 (stereo not drawn)
→ 0%, 1%, u
CC(=O)C1=C(O)C(=O)N(CCc2c[nH]c3ccccc23)C1c1ccco1 (stereo not drawn)
→ -3%, 8%, -2%
COc1ccc(NC(=O)CCn2cccc2)c(OC)c1
→ 1%, 1%, -4%
CC(C)(C)OC(=O)C[C@@H]1C/C=C\C[C@@H](CC(=O)N(CCO)Cc2ccccc2)C(=O)N[C@@H](c2ccccc2)COC1=O
→ 10%, x, -2%
COc1ccc(S(=O)(=O)N2CCCCCC2)cc1C(=O)OCc1cccc(OC)c1OC
→ -8%, -2%, -12%
CCc1ccc(-c2nn(CC(=O)NC3CCCCC3)c3c2cnc2ccc(F)cc23)cc1
→ 1%, x, 3%
COc1ccccc1-c1nc(C#N)c(N2CCN(c3ccccc3)CC2)o1
→ -1%, 18%, -7%
CCOC(=O)c1[nH]n(-c2ccc(Cl)cc2)c(=O)c1C
→ -5%, -6%, -9%

This is a subset; count on the stated rates, not on these rows.
